PAFAH1B3 FP inh: blocks human PAF acetylhydrolase 1B catalytic subunit 3; inhibition, % at 3.39 µM; Q15102; hit rate 0.28% among 340,000; AID 492972; recombinant PAFAH1B3, FP-rhodamine probe, fluorescence polarization;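 active = inhibition above the screen-wide average of all tested compounds plus 3 SD, cut at about 25% in these data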;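 note: 0% = enzyme with DMSO only and 100% = wells lacking PAFAH1B3 protein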
PAFAH2 inh: inhibitors of human PAFAH2; Q99487; recombinant PAFAH2, FP-rhodamine activity probe, fluorescence polarization; inhibition, % at 3.39 µM; hit rate 0.99% among 340,000;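 active = inhibition above the mean over all tested compounds plus 3 SD, cut at about 30% in these data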;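 note: inhibitors block probe labeling of enzyme so polarization drops; 0% = enzyme with DMSO and 100% = wells lacking PAFAH2 protein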
PAFAH1B2 inh: blocks human PAF acetylhydrolase 1b catalytic subunit 2 | P68402 | recombinant PAFAH1B2, FP-rhodamine activity probe, fluorescence polarization | inhibition, % at 3.39 µM | hit rate 1.2% among 340,000;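 active = inhibition above the mean of all tested compounds plus 3 SD, cut at about 24% in these data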;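 note: 0% = enzyme with DMSO and 100% = wells lacking PAFAH1B2; many of its hits are not listed in these tables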
PREPL inhibitor: inhibitors of human prolyl oligopeptidase-like enzyme PREPL. hit rate 0.68% among 320,000. inhibition, % at 5.96 µM. recombinant PREPL, fluorescence polarization activity-based probe. AID 2751. Q4J6C6; in the data active = inhibition above about 43%;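 note: 0% = enzyme with DMSO and 100% = wells lacking enzyme; many of its hits are not listed in these tables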
LYPLA1 counter: LYPLA1 (human) inhibition in PME1 counter-screen | O75608 | AID 2174 | hit rate 0.16% among 320,000 | recombinant LYPLA1, FP-Rh probe fluorescence polarization | inhibition, % at 5.9 µM;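 active = inhibition above the mean of all tested compounds plus 3 SD, set per campaign, cut at about 14% in these data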;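 note: inhibitors block serine hydrolase probe labeling of LYPLA1 so polarization falls; 0% = enzyme with DMSO and 100% = wells lacking LYPLA1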
Target sequence (O75608 whole entry, looked up): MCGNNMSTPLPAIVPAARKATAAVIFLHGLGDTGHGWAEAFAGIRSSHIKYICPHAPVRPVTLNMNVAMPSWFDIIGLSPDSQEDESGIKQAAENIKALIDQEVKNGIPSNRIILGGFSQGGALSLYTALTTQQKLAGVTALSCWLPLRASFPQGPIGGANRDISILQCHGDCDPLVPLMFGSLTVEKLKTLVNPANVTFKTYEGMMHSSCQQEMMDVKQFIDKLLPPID
pPAFAH inh: pPAFAH (human) enzyme inhibition; Q13093; hit rate 1.5% among 330,000; AID 463082; recombinant pPAFAH, FP-rhodamine probe fluorescence polarization; inhibition, % at 3.39 µM;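 active = inhibition above the mean inhibition across the screen plus 3 SD, cut at about 25% in these data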;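 note: inhibitors block binding of the rhodamine activity-based probe so polarization drops; 0% = enzyme with DMSO and 100% = wells lacking pPAFAH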
LYPLA2 counter: LYPLA2 (human) inhibition in PME1 counter-screen. O95372. recombinant LYPLA2, FP-Rh probe fluorescence polarization. inhibition, % at 5.9 µM. hit rate 0.38% among 320,000. AID 2177;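 active = inhibition above the screen-wide mean plus 3 SD, limit set per campaign, cut at about 26% in these data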;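 note: 0% = LYPLA2 with DMSO and 100% = wells lacking LYPLA2 enzyme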
Target sequence (O95372 whole entry, looked up): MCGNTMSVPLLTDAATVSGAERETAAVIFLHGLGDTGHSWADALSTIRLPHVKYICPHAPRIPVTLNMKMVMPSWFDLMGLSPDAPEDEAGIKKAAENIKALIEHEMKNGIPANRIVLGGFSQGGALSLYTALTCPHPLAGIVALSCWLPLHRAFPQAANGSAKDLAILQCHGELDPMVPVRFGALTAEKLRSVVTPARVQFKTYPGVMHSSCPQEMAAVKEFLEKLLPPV
EBNA-1 inh: blocks EBNA-1 binding to DNA; inhibition, % at 14.8 µM; AID 1950; hit rate 0.34% among 300,000; EBNA-1 DNA binding, fluorescence polarization; in the data active = inhibition above about 28%
ZTA DNA inh: blocks Epstein-Barr virus ZTA, an EBNA-1 counter-screen; ZTA-DNA binding, fluorescence polarization; inhibition, % at 11 µM; hit rate 0.15% among 320,000; in the data active = inhibition above about 33%
Target sequence (P03206 whole entry, looked up): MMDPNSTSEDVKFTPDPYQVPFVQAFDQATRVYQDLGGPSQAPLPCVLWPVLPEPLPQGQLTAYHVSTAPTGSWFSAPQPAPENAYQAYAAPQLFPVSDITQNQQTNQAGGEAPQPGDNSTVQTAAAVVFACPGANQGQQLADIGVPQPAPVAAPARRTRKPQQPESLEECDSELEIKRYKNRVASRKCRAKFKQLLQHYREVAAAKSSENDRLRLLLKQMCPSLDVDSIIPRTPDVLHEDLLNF
Active calls of the source: *; x = no result given; & = joins results of further samples. Not all compounds are listed; rates above refer to the full screens.

molecule	PAFAH1B3 FP inh	PAFAH2 inh	PAFAH1B2 inh	PREPL inhibitor	LYPLA1 counter	pPAFAH inh	LYPLA2 counter	EBNA-1 inh	ZTA DNA inh
COCCNc1nnc(SC(C)C(=O)Nc2ccc(-c3nc4ccc(C)cc4s3)cc2)s1 (configuration not stated)	-5	-11	-6	3	-17	10	-11	7	-4
CCN(C[C@H]1N[C@@](CC)(C(=O)OC)[C@H]2C(=O)N(Cc3ccccc3)C(=O)[C@@H]12)C(=O)c1ccc(C)cc1	9	1	10	6	x	3	x	x	x
COc1cccc(NC(=O)CSc2nnc(-c3cc(-c4ccccn4)nc4ccccc34)o2)c1	9	5	2	12	-5	3	9	-2	-1
COc1ccc(OCC(O)CN(C)C(=O)C(C)Oc2ccccc2)cc1 (configuration not stated)	0	5	4	3	2	1	5	11	1
Cc1oc(=O)c(NC(=O)c2cccc(Cl)c2)cc1C(=O)c1ccccc1	1	13	4	-6	-3	1	0	6	-10
Cc1cc(C)nc(NC(=O)Cc2ccc([N+](=O)[O-])cc2)c1	11	2	6	-2	-1	0	-2	10	4
CCN(Cc1ccccc1)S(=O)(=O)CCNC(=O)c1ccccc1	4	-3	6	-2	-3	-2	-1	4	-3
CCC(CC)C(=O)Nc1ccc(C(=O)c2ccccc2)cc1	1	2	-1	-1	-2	7	2	8	-5
O=C(CN1CCCCCC1)N/N=C/c1cccs1	1	-6	3	12	-2	1	-2	5	6
CC1=C/C(=N\N=C2\NC(=O)C(CC(=O)Nc3ccccc3F)S2)CC(C)(C)C1 (configuration not stated)	-2	16	15	-3	0	-6	-2	-20	8
C/C(CC(=O)Nc1ccc(Cl)c(C(F)(F)F)c1)=N\NC(=O)c1cc2ccccc2cc1O	8	10	7	15	-7	24	3	2	-3
COc1ccccc1/C=C/C(=O)N1CCN(S(=O)(=O)c2cccs2)CC1	12	6	8	0	x	1	x	x	x
Cc1ccc(C)c(NC(=S)NC(NC(=O)OCc2ccccc2)C(Cl)(Cl)Cl)c1 (configuration not stated)	4	-9	-4	-7	-6	3	-9	3	19
CSCCC(NC(=O)COc1ccccc1)C(=O)OCCOc1ccc(C)cc1 (configuration not stated)	-2	-4	15	14	-2	3	-3	x	-1
COc1ccccc1N1C(=O)c2ccccc2NC1C(OC)OC (configuration not stated)	3	-1	2	-7	2	-1	2	4	1
O=C(NCCNC(=O)c1ccccc1Br)c1ccccc1Br	-1	-5	-3	-3	5	4	0	-5	7
CC1CC(=O)Nc2ccccc2N1S(=O)(=O)c1ccc(C#N)cc1 (configuration not stated)	8	3	3	3	0	1	2	-3	6
COc1ccc(N2CC(C(=O)Nc3cccc(S(=O)(=O)N4CCCC4)c3)CC2=O)c(OC)c1 (configuration not stated)	9	3	-3	6	1	10	4	-7	9
Cc1cc(/C=C(\C#N)C(=O)NCC2CCCO2)c(C)n1-c1ccc(Cl)cc1 (configuration not stated)	-8	4	2	10	1	67*	-1	1	0
COc1cccc(/C=N/NC(=O)CSc2ccccc2C)c1OC	-3	-5	-3	-7	-3	3	-1	-2	-8
O=C(Nc1nc(N2C(=O)c3ccccc3C2=O)n(-c2ccccc2)n1)c1ccc(Cl)cc1	11	-2	-2	4	-2	0	0	9	22
Cc1ccc(-c2noc(N=O)c2NO)cc1	x	x	x	13	-3	-4	-6	-19	-13
O=C(Cc1ccc([N+](=O)[O-])cc1)Nc1cccnc1	6	9	-2	3	3	7	4	-9	-2
COCCC(=O)N1CCC(Oc2ccc(C(=O)N3CCCCCCC3)cc2)CC1	11	2	-2	6	1	2	6	3	3
C=CCN(C(=O)c1cc(C)cc(C)c1)C1(C(=O)Nc2ccccc2)CCN(C(C)C)CC1	1	-2	1	-2	5	1	8	-3	-12
C=C(Cl)COC(=O)C1C2C=CC(C2)C1C(=O)O (configuration not stated)	6	3	-4	-3	-1	0	7	-5	-7
CCc1sc(C(=O)Nc2cc(S(=O)(=O)N3CCOCC3)ccc2OC)cc1C	9	3	1	10	-5	1	-1	x	7
COc1ccc(/C=C2/NC(=O)N(CC(=O)Nc3cccc(C)c3)C2=O)cc1O	1	4	2	4	-3	1	-6	56*	0
COC(=O)CC1C(=O)NCCN1C(=O)Nc1ccccc1 (configuration not stated)	2	-1	2	4	-3	4	-5	9	-10
O=C(COC(=O)c1ccc(Br)cc1)NCCc1ccccc1	-3	28	2	-20	-1	20	0	-2	-18
C=CCNc1nc2c(c(=O)n(C)c(=O)n2C)n1CC(=C)C	-1	1	4	5	2	1	3	10	6
Cc1ccc(CNC(=O)[C@H]2C[C@@H]2[C@H](NP(=O)(c2ccccc2)c2ccccc2)c2ccccc2)o1	14	-2	1	2	-2	5	2	2	3
Cn1c(N)c(S(=O)(=O)N2CCN(Cc3ccccc3)CC2)c(=O)n(C)c1=O	0	-2	5	13	1	2	11	5	-13
CCN(c1ccccc1)S(=O)(=O)c1ccc(OCC(=O)Nc2cc(C)on2)cc1	10	4	5	4	3	2	1	9	11
Nc1nc2ccc(S(=O)(=O)c3ccc4nc(N)sc4c3)cc2s1	2	-2	4	-13	1	2	-4	10	-10
O=C(O)c1ncc(Cl)c(Cl)c1Cl	-2&6	4&0	9&6	14&-2	1&2	-1&-1	-9&3	1&3	-6&-12
Cc1cc(C(=O)OCC(=O)c2c(N)n(C)c(=O)n(C)c2=O)c(C)o1	5	10	1	-6	0	3	-1	-3	10
CCOC(=O)C1=CN(Cc2ccco2)S(=O)(=O)NC1c1ccc(F)c(Cl)c1 (configuration not stated)	10	3	4	x	x	15	x	x	x
COc1cc(OC)cc(-n2nnnc2SCC(=O)Nc2nc3c(s2)CCCC3)c1	3	1	5	1	-9	1	-3	5	4
O=C(NCC1CCCO1)c1cc2ccccc2oc1=O (configuration not stated)	-4	1	-1	13	-2	-2	-3	-10	-1
O=C(OCc1nc2ccccc2s1)C1CCN(S(=O)(=O)c2cccs2)CC1	11	8	1	-24	3	8	6	-4	-2
COc1ccc(/C=C/C(=O)N(C)Cc2cccs2)cc1S(=O)(=O)N1CCOCC1	1	6	2	8	2	4	-1	12	20
COc1ccc(-c2c(-c3ccccc3)c(C(=O)C(=O)NCCCN(C)C)n3ccc4cc(OC)c(OC)cc4c23)cc1OC	-1	4	-1	46*	-2	7	-5	2	12
CCOC(=O)C1=C(N)Oc2cc(O)ccc2C1c1cccc(Cl)c1 (configuration not stated)	10	-9	2	5	-5	-1	-10	5	1
COc1ccc(CN(C)CC(=O)Nc2ccccc2C(=O)NC2CC2)cc1OC	3	3	3	-1	2	-7	5	x	-1
C#CCOCCOCCOCCNc1nc(N2CCN(C(=O)[C@H](C(C)C)n3cc(CCO)nn3)CC2)nc(N2CCN(C(=O)[C@H]([C@@H](C)CC)n3cc(CCCCN)nn3)CC2)n1	0	-2	1	-7	-4	-3	-1	10	-10
O=C(COC(=O)/C=C/c1ccccc1)NCc1ccc(Cl)cc1	8	34*	1	-27	-1	9	6	14	9
Nc1cc(S(=O)(=O)Nc2cc(Cl)ccc2Cl)ccc1N1CCCC1	5	9	4	-3	-2	10	4	-5	13
COc1ccccc1OCC(O)CN1CCN(C(=O)c2ccccc2)CC1 (configuration not stated)	7	1	3	12	0	4	7	1	-12
Cc1cccc(Nc2ncnc3c2cnn3Cc2ccccc2)c1	5	6	-1	-5	0	3	-6	1	-2
Cn1cnc([N+](=O)[O-])c1Nc1ccc(O)cc1	8	-2	-2	5	-1	4	1	3	-2
COc1ccc(OC)c(NC(=O)c2ccc3c(c2)OCO3)c1	6	4	0	1	1	-5	-1	-7	-5
CCCCCC(O)(CCCCC)C(=O)NNc1ccccc1	1	-3	2	-9	-1	3	1	12	-6
CC(C)(C)OC(=O)NNC(=S)NC1CCCCC1	11	4	8	6	1	6	2	10	0
N=C1C(c2nc3ccccc3s2)=C(O)CN1C1CCCCC1	9	6	2	6	3	12	-2	2	-2
CCCN1CCN(C(=O)CCCn2c(C)c3cnn(-c4ccccc4)c(=O)c3c2C)CC1	3	9	2	3	2	1	7	2	-1

(further entries)
molecule	PAFAH1B3 FP inh	PAFAH2 inh	PAFAH1B2 inh	PREPL inhibitor	LYPLA1 counter	pPAFAH inh	LYPLA2 counter	EBNA-1 inh	ZTA DNA inh
Cc1ccc(NC2CCCN(C(=O)CN3C(=O)CSC3=O)C2)cc1C (configuration not stated)	3	3	-1	7	1	1	-1	5	-9
CC1Cc2ccccc2N1C(=O)CN1C(=O)NC2(CCCCC2)C1=O (configuration not stated)	2	11	0	5	-5	1	-3	x	-15
CCOC(=O)N1CCN(C(=O)C(C)NC(=O)c2ccco2)CC1 (configuration not stated)	11	-3	1	-9	-1	4	5	8	15
O=C1CCC(=O)N1CN(C(=O)c1ccco1)c1ccc(Cl)c(Cl)c1	-1	-6	4	4	0	0	3	-7	-5
O=C(NCC1CCCN1S(=O)(=O)c1cccs1)C(=O)Nc1ccccc1 (configuration not stated)	3	-2	-3	2	4	10	13	-9	-5
Cc1ccc(S(=O)(=O)N2CCCN(S(=O)(=O)c3ccc(C)cc3)CC2)cc1	-7	0	6	4	5	7	1	8	7
NC(=O)C(CC(=O)O)NC(=O)[C@@H]1CCCNc2c(I)cc([N+](=O)[O-])cc2C(=O)N[C@@H](CO)C(=O)N[C@@H](Cc2ccc(O)cc2)C(=O)N1 (some centres not stated)	7	-1	8	-5	-3	26*	-1	-2	-19
Cc1ccc2nc(SCC(=O)NCc3ccc(S(N)(=O)=O)cc3)[nH]c2c1	3	-2	2	12	-2	7	-2	-10	15

Compound activity as filed in PubChem BioAssay.
